# Assay outcomes deposited in PubChem by several laboratories.
# Rv3671c protease: inhibitors of M. tuberculosis serine protease Rv3671c. inhibition, % at 5.96 µM. 320,000 compounds, 0.048% hits; in the data active means inhibition above about 38%;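 further: extracellular domain of Rv3671c used as enzyme; 0% = enzyme with DMSO and 100% = no enzyme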
# Target sequence (P9WHR9 whole entry, looked up, the tested form may be a part): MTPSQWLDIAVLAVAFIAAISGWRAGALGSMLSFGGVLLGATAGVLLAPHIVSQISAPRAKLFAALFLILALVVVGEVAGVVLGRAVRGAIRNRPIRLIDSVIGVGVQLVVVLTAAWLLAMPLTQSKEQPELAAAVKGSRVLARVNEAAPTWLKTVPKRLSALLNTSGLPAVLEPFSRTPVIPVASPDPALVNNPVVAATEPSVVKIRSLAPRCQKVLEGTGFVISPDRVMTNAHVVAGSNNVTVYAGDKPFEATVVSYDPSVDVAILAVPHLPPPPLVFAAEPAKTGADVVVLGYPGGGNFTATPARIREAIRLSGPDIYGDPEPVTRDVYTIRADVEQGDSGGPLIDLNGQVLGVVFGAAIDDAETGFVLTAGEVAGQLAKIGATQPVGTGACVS
# Vc quorum ag: quorum light induction in luxS cqsA deficient V. cholerae; V. cholerae BH1578 lux reporter, luminescence, 6 h; activation, % at 18.7 µM; 350,000 compounds, 0.16% hits; in the data active means activation mostly above about 9.7%, no sharp cut-off; inconclusive means no clear call, values can overlap the other calls; inactive means mostly below about 3.7%; further: not every result past the cut was called active; inactives centre near 0; reference of the scale not given here
# DUSP3 inh: DUSP3 (human) phosphatase inhibition; recombinant VHR phosphatase, pNPP absorbance; 290,000 compounds, 0.52% hits; AID 1654; inhibition, % at 13.3 µM; in the data active means inhibition above about 50%; further: some compounds called inactive have numbers as strong as hits
# Target sequence (P51452 whole entry, looked up): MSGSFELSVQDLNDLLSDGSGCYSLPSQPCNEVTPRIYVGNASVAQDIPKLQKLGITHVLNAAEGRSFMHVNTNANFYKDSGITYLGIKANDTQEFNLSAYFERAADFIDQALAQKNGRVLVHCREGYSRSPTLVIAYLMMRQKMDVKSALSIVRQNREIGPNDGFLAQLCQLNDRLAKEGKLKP
# Yp Topo-I inh: blocks Yersinia pestis topoisomerase I activity; 360,000 compounds, 0.064% hits; activity, % at 10 µM; Y. pestis Topo-I cleavage product accumulation, plate reader; in the data active means activity above about 50%, passing the limit was not always enough; inconclusive means no clear call, values can overlap the other calls; further: inactives centre near 2
# SSB-PriA inh: blocks PriA binding to SSB C-terminal tail. AlphaScreen SSBct-PriA binding, biotinylated peptide. inhibition, % at 33 µM. 430,000 compounds, 0.6% hits; in the data active means inhibition mostly above about 37%, no sharp cut-off; inactive means mostly below about 20%;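 further: plate controls were negative control peptide for no effect and reference peptide for full effect; strong numbers were not always called active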
# 3CLpro inhibitor: SARS-CoV 3CLpro protease inhibition | P0C6X7 | recombinant SARS-CoV 3CLpro, quenched FRET peptide cleavage | inhibition, % at 6 µM | 290,000 compounds, 0.14% hits; in the data active means inhibition above about 12%
# MazF activator: activators of E. coli MazEF toxin-antitoxin RNase | AID 504720 | FAM/BHQ RNA-DNA oligo cleavage fluorescence, 5 h | activation, % at 20 µM | 350,000 compounds, 0.32% hits; in the data active means activation above about 50%
# Target sequence (P0AE70 whole entry, looked up): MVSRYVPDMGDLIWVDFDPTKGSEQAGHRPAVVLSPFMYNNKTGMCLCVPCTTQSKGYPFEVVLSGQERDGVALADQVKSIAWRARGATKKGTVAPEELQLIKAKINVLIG
# PfHsp40 yeast: compounds rescuing yeast from Plasmodium falciparum HSP40 toxicity. S. cerevisiae expressing PfHsp40, growth rescue, ATP luminescence. 340,000 compounds, 0.68% hits. growth rescue, % at 12.5 µM. AID 504582; in the data active means growth rescue above about 28%, passing the limit was not always enough; inconclusive means no clear call, values can overlap the other calls;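 further: yeast W303a lacking pdr1 and pdr3 grown in galactose medium; growth measured after three days at 30 °C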
# TcdB GH inh: inhibitors of Clostridioides difficile toxin B glycohydrolase. inhibition, % at 9.99 µM. TcdB glycohydrolase enzymatic assay, plate reader. P18177. 350,000 compounds, 0.24% hits. AID 652162; in the data active means inhibition above about 10%
# Anthrax LF prot: inhibitors of Bacillus anthracis lethal factor protease; 360,000 compounds, 0.12% hits; multiplex microsphere protease cleavage assay, LF; inhibition, % at 10 µM; in the data active means inhibition above about 30%; inconclusive means no clear call, values can overlap the other calls; further: plate controls were buffer without enzyme for full effect and enzyme alone for no effect
# The depositor's hits bear a star; i = inactive; ? = inconclusive; / = no result given; & = joins results of further samples. An excerpt, so the mix of outcomes need not match the whole.
SMILES,Rv3671c protease,Vc quorum ag,DUSP3 inh,Yp Topo-I inh,SSB-PriA inh,3CLpro inhibitor,MazF activator,PfHsp40 yeast,TcdB GH inh,Anthrax LF prot
COc1ccc(/C=C/C(=O)O)cc1S(=O)(=O)N1CCCc2ccccc21,5,i,19,4,-4,2,-19,0.0,3.7,-7
CC(=O)[C@@]1(O)Cc2c(O)c3c(c(O)c2[C@H](O[C@H]2C[C@H](N)[C@H](O)[C@H](C)O2)C1)C(=O)c1ccccc1C3=O,/,-0.7,/,-35,/,/,/,/,-3.1,-16
CCC(=O)Nc1ccc(N2CCN(C(=O)c3ccccc3C)CC2)cc1,-2,0.0,6,3,7,-6,-9,0.2,/,-2
COc1cc(N2CCCC2)ccc1C=O,1,i,1,2,-19,4,14,0.4,0.8,0
COc1ccc(OCC(=O)NNC(=O)Cc2coc3cc(OC)ccc23)cc1,9,i,6,-3,-10,-5,3,-1.7,/,-2
Cc1ccc(OCc2cc(C(=O)NC(C)Cc3cnccn3)no2)cc1C (stereo unspecified),0,-0.5,48,11,-6,-2,0,1.0,-0.8,1
COc1ccc(N(C(=O)c2ccccc2OC(C)=O)C(C)C2CC2)cc1 (stereo unspecified),3,/,1,9,-1,-4,6,1.3,/,-14
CCN(CC)S(=O)(=O)c1cccc(NC(=O)c2ccc(SC)cc2OC)c1,-11,-0.4,4,21,-20,2,2,-0.4,1.7,3
CC(C)(C)c1ccc(-n2ncc3c2CCCC3NC(=O)CCCn2cncn2)cc1 (stereo unspecified),/,-0.3,13,16,-15,-4,6,0.9,1.7,-1
COC(=O)CSc1nc2ccc(NC(C)=O)cc2s1,4,i,15,-12,-21,-3,7,-0.5,/,8
COc1ccccc1OCCNC(=O)C(=O)c1c[nH]c2ccccc12,9,-0.3,12,0,-3,5,7,-0.3,-0.6,-3
CCOc1ccc(C(=O)N[C@H](C(=O)Nc2ccc(OC)c(S(=O)(=O)N3CCOCC3)c2)C(C)C)cc1,-2,i,-10,-9,-4,0,-5,0.5,2.4,-7
COc1ccc(-n2ccc(=O)c3c2CCCC3=O)cc1,8,i,10,3,1,0,5,-1.6,/,4
COC(=O)c1ccc(NC(=O)CCS(=O)(=O)c2ccc(Br)s2)cc1,-8,i,14,15,-17,-3,7,1.7,/,14
CCCc1nc(SCc2ccc(OCC)cc2)n[nH]1,-3,i,5,4,-3,2,-4,0.3,1.4,-10
CCOC(=O)C1CCCN(C(=O)Cn2ncc3c([nH]c4ccccc43)c2=O)C1 (stereo unspecified),-5,-3.8,33,0,-11,1,6,1.1,1.2,-1
CC1CCCCC1NC(=O)COC(=O)c1ccc2c(c1)OCCO2 (stereo unspecified),5,1.6,/,5,1,/,5,-0.1,-0.8,0
Cc1ccc([C@@H]2[C@@H]3C(=O)N(C)C(=O)[C@@H]3[C@]3(C)C(=O)N(CCO)CC(=O)N23)o1,-3,1.2,9,-4,-8,-2,5,-1.9,1.0,-2
Cc1onc(-c2ccccc2Cl)c1C(=O)Nc1cccc(-c2cn3cccnc3n2)c1,-5,-0.5,-6,-1,-10,-1,5,0.6,/,2
Cc1cc(C)cc(N2CC(C(=O)Nc3cc(C)on3)CC2=O)c1 (stereo unspecified),-6,-0.5,26,10,-8,1,-5,-0.2,2.0,-5
O=C(CCN1C(=O)C2C3C=CC(C3)C2C1=O)N1CCCCC1 (stereo unspecified),10,i,30,2,-16,1,7,1.3,0.1,-5
O=C(CSc1nn(-c2ccccc2)c(=S)s1)Nc1ncccn1,-2,i,-3,-8,1,7,8,2.3,1.2,-1
O=C(O)CCCC(=O)OCc1c(-c2ccccc2)ncc2ccccc12,3,-0.3,/,0,3,/,-2,0.2,-1.7,-9
CC(=O)Nc1ccc(S(=O)(=O)N(C)CC(=O)OCC(=O)c2ccc[nH]2)cc1,0,/,/,2,-5,/,-4,-0.4,1.6,-3
COc1ccc(/C=C/c2nnc(NC(=O)CSc3ccc(C)cc3)s2)cc1,-1,-2.8,-4,5,-8,5,-22,1.1,0.5,-6

# Entries shown so far containing an NH in an aromatic ring (four):
SMILES,Rv3671c protease,Vc quorum ag,DUSP3 inh,Yp Topo-I inh,SSB-PriA inh,3CLpro inhibitor,MazF activator,PfHsp40 yeast,TcdB GH inh,Anthrax LF prot
COc1ccccc1OCCNC(=O)C(=O)c1c[nH]c2ccccc12,9,-0.3,12,0,-3,5,7,-0.3,-0.6,-3
CCCc1nc(SCc2ccc(OCC)cc2)n[nH]1,-3,i,5,4,-3,2,-4,0.3,1.4,-10
CCOC(=O)C1CCCN(C(=O)Cn2ncc3c([nH]c4ccccc43)c2=O)C1 (stereo unspecified),-5,-3.8,33,0,-11,1,6,1.1,1.2,-1
CC(=O)Nc1ccc(S(=O)(=O)N(C)CC(=O)OCC(=O)c2ccc[nH]2)cc1,0,/,/,2,-5,/,-4,-0.4,1.6,-3

# (more compounds)
SMILES,Rv3671c protease,Vc quorum ag,DUSP3 inh,Yp Topo-I inh,SSB-PriA inh,3CLpro inhibitor,MazF activator,PfHsp40 yeast,TcdB GH inh,Anthrax LF prot
CC(CCc1ccccc1)NC(=O)c1ccc2nc(N3CCOCC3)sc2c1 (stereo unspecified),-1,-0.5,-7,21,1,-4,2,-0.7,0.0,-1
Cc1cccc(NC(=O)c2ccc(S(=O)(=O)N(C)C)cc2)c1,2,-0.2,16,-3,-5,-5,8,-0.3,1.2,-4
CN(C)C(=O)c1noc2cc([N+](=O)[O-])ccc12,-5,i,13,3,-7,-1,5,-1.7,/,-7
COc1ccc(/C=N/S(=O)(=O)c2ccccc2)cc1OC,6,i,-8,4,/,3,4,-0.5,1.8,-1
COc1cc(/C=C/C(=O)c2ccc([N+](=O)[O-])o2)ccc1O,-5,i,/,-13,32,/,1,19,12*,-7
C[C@@H]1CN([C@@H](C)CO)C(=O)c2cc(-c3cccnc3)cnc2O[C@H]1CN(C)C(=O)c1cccc(F)c1,/,-0.6,/,3,/,/,5,/,0.9&1.9&0.5,-1
CC1(C)CC(=O)N(c2cc(Cl)cc(Cl)c2)C(=O)C1,4,1.9,24,-4,4,-7,0,0.4,0.2,4
CC(C)CCNC(=O)C(c1ccco1)N(CCCO)C(=O)Cn1nnc(-c2ccc(F)cc2)n1 (stereo unspecified),-8,-1.4,26,-7,7,6,8,0.5,0.0,2
COc1ccc(NC(=O)COc2cccc3c2OC(C)(C)C3)cc1OC,-1,0.9,/,1,8,/,9,2.0,1.1,?
Cc1ccc(NC(=O)CN(C)C(=O)COC(=O)c2nc3nccc(C)n3n2)cc1,-5,i,/,2,0,/,6,-0.7,0.9,-8
COc1ccc(C2/C(=C(\O)c3ccc4c(c3)OCCO4)C(=O)C(=O)N2CCCN(C)C)c(OC)c1 (stereo unspecified),-7,i,30,6,/,/,-1,-1.5,/,-2
O=C(CCCCO)CCCCCCCC[C@H]1N[C@H](CO)[C@H](O)[C@@H]1O[C@@H]1O[C@H](CO)[C@@H](O)[C@H](O)[C@H]1O,8,-0.5,-11,5,/,-2,4,-1.4,/,-5
CCCC(=O)Nc1ccc(NC(=O)c2ccccc2Cl)nc1,-5,/,45,5,-6,2,8,1.1,/,6
CCc1ccccc1N1CC(C(=O)Nc2nccs2)CC1=O (stereo unspecified),8,-0.2,16,5,3,4,5,-0.6,2.9,-5
Cc1noc(C)c1NC(=O)N(C)C[C@@H]1Oc2cc(Br)ccc2S(=O)(=O)N([C@@H](C)CO)C[C@H]1C,/,-0.4,/,-12,/,/,4,/,0.8&-1.6,2
Cc1sc2nc(CSc3nnnn3-c3ccc(Cl)cc3)[nH]c(=O)c2c1C,-29,-0.2,-4,12,-11,4,-13,-2.4,/,-1
Cc1ccc(C2NC(=S)NC3=C2C(=O)CCC3)cc1 (stereo unspecified),5,-0.8,30,2,-8&-1,6,-2,-1.1,1.5,-2
O=C(COc1ccccc1C(=O)c1cnn(-c2ccccc2)c1)Nc1ccc2ccccc2c1,-64,i,-14,20,-49,1,-5,-0.2,2.9,-2
Cc1cccc(C(C)C)c1NC(=O)COC(=O)Cc1ccsc1,9,i,13,-2,10,-3,1,-0.8,0.2,0
CNC(=O)NC(=O)CSc1ccc(S(=O)(=O)N2CCOCC2)cn1,-3,0.5,/,2,5,/,0,33*,2.9,0
COc1ccc(-c2cc(C(=O)NC(Cc3cc4ccccc4[nH]3)C(=O)O)c(C)o2)cc1OC (stereo unspecified),-2,0.5,7,13,-9,-4,-4,2.4,-0.6,-9
CC(Oc1ccccc1Cl)C(=O)Nc1ccc(S(=O)(=O)Nc2nccs2)cc1 (stereo unspecified),9,-1.4,/,14,-5,/,-5,1.9,2.3,-6
CCOC(=O)c1c(NC(=O)C(C)OC(=O)C2=COCCO2)sc2c1CCCC2 (stereo unspecified),-8,-0.7,/,16,3,/,2,-0.2,/,2
CC(=O)Nc1nonc1NC(=O)CSc1ncn[nH]1,2,i,26,15,-2,4,-1,0.5,/,-3
COC(=O)c1ccc(CSc2nnc(SCc3ccc(C(=O)OC)o3)s2)o1,3,i,19,4,-16,-6,-2,2.6,/,-1
# Next part
SMILES,Rv3671c protease,Vc quorum ag,DUSP3 inh,Yp Topo-I inh,SSB-PriA inh,3CLpro inhibitor,MazF activator,PfHsp40 yeast,TcdB GH inh,Anthrax LF prot
CC(NC(=O)Cn1cc([N+](=O)[O-])cn1)c1ccc(C(C)(C)C)cc1 (stereo unspecified),-9,-0.4,/,4,0,/,-5,-0.2,-1.7,-16
COc1cccc(NS(=O)(=O)c2cc3c(cc2C)N(C)CCO3)c1,3,i,13,0,-6,-4,13,-1.8,0.4,-2
Cc1ccc(S(=O)(=O)N2CCC(C(=O)NCCc3ccccc3)CC2)cc1,-8,-2.9,35,28,-4,-3,29,1.5,/,-10
COc1ccc(-c2ccc(CN3C(C)C(=O)N(Cc4cn(CCC5OCCO5)nn4)CCS3(=O)=O)cc2)cc1 (stereo unspecified),/,-0.6,/,25,/,/,-7,/,1.8,-2
CCOC(=O)C1=C(C(=O)OCC)c2ccc(OC)c(OC)c2C1,/,/,/,17,-7,/,6,-0.4,2.2,-8
Cc1cccc(OCCCC(=O)N2CCCCCC2)c1C,/,0.0,28,35,-31,-2,-3,-0.9,-0.8,-2
N#CC1(c2ccccc2)CCCN1C(=O)c1ccccc1Cl (stereo unspecified),0,i,19,-4,-15,2,0,-1.3,/,-1
CC[C@H](C)[C@H](NC(=O)c1ccc(Cl)cc1)C(=O)OCC(=O)c1c(N)n(C)c(=O)n(C)c1=O,4,5.0,/,16,-5,/,8,1.3,-0.4,-7
CC(=O)n1cc([C@@H]2C=C(C(=O)NCc3ccccc3)O[C@H](OCc3ccc(CO)cc3)C2)c2ccccc21,-58,-0.4,-1,-3,6,/,-13,0.8,-5.7&-1.3,-12
CC(On1c(-c2ccccc2)nc2ccc(Cl)cc21)C(=O)O (stereo unspecified),-15,-0.2,-20,-2,-5,-1,5,0.7,2.0,-1
CC(NC(=O)COC(=O)c1ccccc1Nc1ccccc1)c1ccccc1 (stereo unspecified),-15,-0.2,17,25,-5,1,1,-0.8,/,2
O=C(Nc1cccc(-c2nc3ccccc3[nH]2)c1)c1ccccn1,-25,i,4,-14,-9,-9,-3,2.8,-1.1,-2
Cc1ccc(S(=O)(=O)NCc2cn3ccsc3n2)c(C)c1,4,1.1,2,2,0,3,3,-1.1,/,/
CCC(C)NCCCCOc1ccc(C)cc1[N+](=O)[O-] (stereo unspecified),8,-0.2,26,-2,-4,1,-2,0.4,1.6,0
COc1ccc(CC(=O)OC(C)CN2CCOCC2)cc1 (stereo unspecified),-2,-0.8,20,0,-2,-2,4,0.4,1.4,-2
Fc1ccccc1CN1Cc2ccccc2-n2nncc2C1,/,-0.6,/,1,/,/,6,/,-0.3,3
COc1ccc(C2/C(=C(/O)c3ccccc3)C(=O)C(=O)N2c2ccccn2)c(OC)c1 (stereo unspecified),-3,-0.4,28,0,/,-8,-1,-1.4,/,1
